Bioassay records deposited in PubChem BioAssay by several laboratories.
GSK3beta inhib = inhibitors of human GSK3beta kinase; GST-GSK3beta kinase, ADP-Glo luminescence, 60 min; hits give low values; activity score (negative = inhibition), % at 10 µM; 300,000 compounds, 0.038% hits;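 active = more than half of replicate wells score below -50%, meaning over 50% inhibition versus plate controls; inconclusive = some replicates but at most half score below -50%; inactive = no replicate scores below -50%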;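 note: 0% = median DMSO wells and -100% = median GW8510 positive control wells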
Target sequence (P49841 whole entry, looked up): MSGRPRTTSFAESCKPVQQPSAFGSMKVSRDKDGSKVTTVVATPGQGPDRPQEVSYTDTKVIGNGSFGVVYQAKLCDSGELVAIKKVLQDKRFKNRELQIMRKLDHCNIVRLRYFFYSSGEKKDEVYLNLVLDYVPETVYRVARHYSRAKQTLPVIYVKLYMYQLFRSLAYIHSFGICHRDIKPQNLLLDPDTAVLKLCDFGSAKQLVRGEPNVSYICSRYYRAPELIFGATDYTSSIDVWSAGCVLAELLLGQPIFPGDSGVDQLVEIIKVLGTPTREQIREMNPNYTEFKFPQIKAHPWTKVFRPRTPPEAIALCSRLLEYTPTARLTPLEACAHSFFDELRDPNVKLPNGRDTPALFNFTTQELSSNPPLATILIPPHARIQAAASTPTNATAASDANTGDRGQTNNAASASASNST
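Test system: GST-tagged human GSK3beta kinase, cell-free; evaluation: activity score scaled between in-plate DMSO and GW8510 controls; measured by: ADP-Glo luminescence; incubation: 60 min reaction, RT; benchmarks: DMSO and 20 µM GW8510; reagent: peptide substrate plus 25 µM ATP (final); medium: Tris/MgCl2 kinase buffer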
KLF5 inhibitor = kruppel-like factor 5 inhibition | DLD-1 KLF5 promoter-luciferase reporter, luminescence | inhibition, % at 5 µM | 290,000 compounds, 0.23% hits | AID 1700;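 active = inhibition above a per-plate limit of that plate's mean compound inhibition plus 3 SD, cut at about 60% in these data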;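 note: 0% = DMSO wells and 100% = LY294002 at 200 µM; higher means less KLF5 promoter-driven luciferase light; inactives centre near -14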
HSF-1 act = increases HSF-1 driven luciferase reporter signal | activation, % at 9 µM | NIH3T3-HGL HSF-1 luciferase reporter, MG132, 8 h; 100% = twice DMSO control signal | 300,000 compounds, 1.7% hits;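 active = mean replicate activation of at least 50% with a set share of replicates each reaching 50%; inconclusive = only one of those two conditions met; inactive = mean below 50% and too few replicates reaching it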;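 note: 0% = median of the neutral control wells and 100% = twice that signal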
HSP90 refold inh = HSP90 refolding inhibition in rabbit reticulocyte lysate. inhibition, % at 5.6 µM. 290,000 compounds, 0.91% hits. luciferase refolding luminescence, 3 h;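 active = inhibition above the screen-wide mean plus 3 SD, computed separately per campaign, cut at about 16% in these data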;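 note: 0% = DMSO wells and 100% = 60 µM geldanamycin wells; inhibitors lower the luminescence because luciferase stays unfolded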
HIF act = HIF pathway transcriptional activation; 300,000 compounds, 0.32% hits; U2OS HRE-luciferase reporter, luminescence; normalized: DMSO 0%, desferrioxamine 100%; AID 1910; activation, % at 7.5 µM (by protocol);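 active = mean activation of at least 10% of the iron chelator positive control signal, with at least half of replicates also reaching 10%; inconclusive = mean and replicate majority disagree about reaching 10%; inactive = mean and most replicates under 10%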
IEC-6 tox = IEC-6 cytotoxicity, counter-screen for KLF5 inhibitors; luminescence viability; inhibition, % at 5 µM; 290,000 compounds, 0.78% hits; AID 1825; in the data active = inhibition above about 22%;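 note: 0% = plate median of test compound wells and 100% = cytotoxic reference compound wells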
aSyn 5UTR inh = MLPCN primary screen, SNCA 5' untranslated region | alpha-synuclein 5'UTR reporter, inhibitor activity | inhibition, % (tested at 7.5 µM) | 300,000 compounds, 0.82% hits | AID 1813; in the data active = inhibition above about 60%; inconclusive = no clear call, values can overlap the other calls;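 note: H4 neuroglioblastoma cells stably carrying SNCA 5'UTR luciferase fusion; 0% = DMSO wells and 100% = positive control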
HSF1 inh = HSF1 inhibition | 300,000 compounds, 0.77% hits | activity change, negative = inhibition, % at 7.5 µM (by protocol) | NIH3T3-HGL HSE-luciferase, MG132-induced, luminescence 8 h; hits give low values | AID 2098;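 active = more than half of replicate wells show activity change below -50%, luminescence cut by over half; inconclusive = some wells, but at most half, below -50%; inactive = no replicate well below -50%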;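 note: luciferase reports HSF-1 transcriptional activity via heat shock element; 0% = median of DMSO wells and -100% = zero luminescence signal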
AI-2 QS mod = modulates the Vibrio harveyi AI-2 quorum sensing system | 300,000 compounds, 0.4% hits | AID 2094 | Vibrio harveyi JMH597 AI-2 luminescence/OD600 ratio, 9 h; hits give low values; strain lacks LuxN and CqsS sensors; 0 = neutral-control median | activity change, % at 7.5 µM; in the data active = activity change below about -75%, passing the limit was not always enough; inconclusive = no clear call, values can overlap the other calls;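 note: luminescence divided by OD600 gain over 9 h not by final OD600 alone; inactives centre near 13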
GSK3A inh = human GSK-3 alpha kinase inhibition. P49840. inhibition, % at 10 µM. 320,000 compounds, 0.1% hits. ADP-Glo luminescence, 60 min;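 in the data active = inhibition above about 50%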;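 note: GST-tagged GSK-3 alpha with peptide substrate and 25 µM ATP; 0% = DMSO neutral wells and 100% = GW8510 positive control wells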
Target sequence (P49840 whole entry, looked up): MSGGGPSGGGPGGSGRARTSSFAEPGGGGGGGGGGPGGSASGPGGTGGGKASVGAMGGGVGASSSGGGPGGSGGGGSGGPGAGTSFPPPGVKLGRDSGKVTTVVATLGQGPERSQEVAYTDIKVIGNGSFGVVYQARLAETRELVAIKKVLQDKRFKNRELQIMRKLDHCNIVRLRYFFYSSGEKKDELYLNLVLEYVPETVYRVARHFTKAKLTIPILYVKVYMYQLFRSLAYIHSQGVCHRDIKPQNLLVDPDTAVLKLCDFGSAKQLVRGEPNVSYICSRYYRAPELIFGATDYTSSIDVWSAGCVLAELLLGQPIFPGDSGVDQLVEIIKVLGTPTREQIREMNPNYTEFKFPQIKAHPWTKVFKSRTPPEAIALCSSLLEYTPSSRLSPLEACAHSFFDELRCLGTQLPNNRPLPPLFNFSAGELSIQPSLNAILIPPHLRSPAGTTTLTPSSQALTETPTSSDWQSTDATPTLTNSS
Active calls of the source: *; u = inconclusive; x = not tested or not shown.

SMILES | GSK3beta inhib | KLF5 inhibitor | HSF-1 act | HSP90 refold inh | HIF act | IEC-6 tox | aSyn 5UTR inh | HSF1 inh | AI-2 QS mod | GSK3A inh
COc1ccc(OC)c(Nc2nc(-c3cccc([N+](=O)[O-])c3)nc3ccccc23)c1 | -3 | -19 | 5 | 3 | 0.4 | 2 | 35 | -6 | -10 | 2
COc1cc(-c2noc(C3CCCN(S(=O)(=O)c4cccc(Cl)c4)C3)n2)cc(OC)c1OC (stereo not drawn) | -6 | -37 | 21 | -2 | -0.6 | 0 | 14 | 6 | 14 | -4
CN1CCSc2ccc(C(=O)Nc3ccc(Cl)cc3)cc21 | 0 | -71 | 122* | -4 | 2.6 | -4 | -215 | 80 | 20 | -2
Cc1cccc(-n2cc[nH]c2=S)c1C | -3 | -5 | 8 | 2 | 0.1 | 0 | 11 | -3 | 24 | 1
O=C(Nc1ccccc1F)C1CCCN1S(=O)(=O)c1cccc2nsnc12 (stereo not drawn) | 2 | -31 | 3 | 2 | -0.2 | 10 | -2 | 4 | 6 | 6
COC(=O)c1c(NC(=O)CCCC(=O)O)sc(C)c1C | 0 | -18 | -41 | 6 | -1.5 | 1 | 13 | -24 | 29 | -3
CCOC(=O)C1CCN(C(=O)c2cc3c(OC)c(OC)c(OC)cc3[nH]2)CC1 | 0 | -29 | 4 | -1 | -9.0 | 4 | 14 | -2 | 14 | -2
CCC(=O)Nc1c2c(nn1-c1ccc(C)cc1)CS(=O)(=O)C2 | 0 | -13 | -11 | 2 | 0.3 | 0 | 2 | -6 | 7 | -2
CCOC(=O)c1cc2sccc2n1CC(=O)OC(C)C | 1 | 1 | 6 | -5 | -0.2 | 0 | 21 | 2 | 24 | -2
CCOc1ccc(Nc2cc(=O)n(C)c(=O)n2C)cc1 | 5 | -17 | -14 | -2 | 0.0 | 0 | -3 | -13 | 20 | x
CCOC(=O)C1=C(C)NC(=O)NC1c1ccc(N(CC)CC)cc1 (stereo not drawn) | 2 | 0 | 4 | -3 | 0.0 | -3 | 31 | -5 | -2 | -1
C=CC[N+]1(CC#Cc2ccccc2)CCCC1 | 1 | -3 | -14 | -2 | -0.9 | -5 | 4 | -9 | -10 | 0
O=C(Nc1sc2c(c1C(=O)NC1CC1)CCCCCC2)c1ccco1 | 2 | -4 | 4 | 6 | 1.3 | 1 | 2 | 11 | 23 | 1
CCOC(=O)Nc1cc(Br)c2c(c1)OCCO2 | 4 | -35 | 11 | -1 | 1.6 | 1 | -68 | -7 | 1 | 0
O=C(CSc1c[nH]c2ccccc12)NCC1CCCO1 (stereo not drawn) | 0 | 14 | -9 | -2 | -0.2 | -4 | 3 | 0 | 22 | -2
CCOCCCN(C(=O)c1snc(C(N)=O)c1N)C(C(=O)NCCC(C)C)c1ccc(Cl)cc1 (stereo not drawn) | 1 | -37 | 35 | 0 | 0.2 | -2 | 10 | 8 | 1 | x
CN(CC(=O)NCc1ccccn1)S(=O)(=O)c1ccc2ccccc2c1 | -2 | -12 | 2 | 4 | 0.1 | 10 | -2 | -3 | -14 | 1
CC(C)CCN(CCC(C)C)C(CO)(CO)CO | 2 | 3 | -6 | 5 | -0.5 | 5 | 0 | -7 | 32 | -6
Cc1cc(C)cc(OCC(=O)NC(C)c2ccccc2)c1 (stereo not drawn) | 0 | -4 | -5 | -1 | 0.5 | -1 | 2 | 2 | 9 | 0
O=C1CN(C(=O)COc2ccc(F)cc2Br)c2ccccc2N1 | 1 | -21 | 10 | 1 | 0.7 | -4 | -47 | 8 | 30 | -4
CC(=C/c1ccccc1)/C=N/n1cnnc1 | 4 | 6 | -10 | 5 | -1.1 | -5 | u | -6 | 15 | 0
Cc1c(N=c2scc(-c3ccccc3)n2C)c(=O)n(-c2ccccc2)n1C | 0 | -10 | -43 | 0 | -2.0 | -4 | -22 | -46 | -6 | -1
CCc1nnc(NC(=O)c2c(OC)cccc2OC)s1 | -2 | 3 | 0 | 1 | 0.0 | 5 | 20 | -5 | 16 | -3
CC(=O)N1c2ccc(S(=O)(=O)N3CCC(C(=O)Nc4cccc(C(F)(F)F)c4)CC3)cc2CC1C (stereo not drawn) | -23 | -25 | -11 | 5 | 0.0 | 9 | 18 | -4 | x | -1
Cc1ccc2nc(Nc3nc(CSc4nc5ccccc5s4)cc(=O)[nH]3)nc(C)c2c1 | 2 | -17 | -10 | -2 | -0.2 | -11 | u | -1 | 28 | x

(next part)
SMILES | GSK3beta inhib | KLF5 inhibitor | HSF-1 act | HSP90 refold inh | HIF act | IEC-6 tox | aSyn 5UTR inh | HSF1 inh | AI-2 QS mod | GSK3A inh
CCOc1cc2[nH]c(=S)n(Cc3ccc(C(=O)NCCCN(CC)CC)cc3)c(=O)c2cc1OCC | 7 | -52 | 4 | 2 | 1.0 | -8 | -4 | 1 | 23 | 0
Cc1cc(C)c(S(=O)(=O)CCC(C)C)c(=O)[nH]1 | 0 | -20 | 25 | -1 | -0.1 | -6 | 18 | -1 | 24 | -2
O=C(CN1CCCN(Cc2ccc(F)cc2Cl)C1=O)NC1CCCC1 | 1 | -4 | x | -5 | x | -4 | 22 | x | 7 | -1
O=C(Cc1ccccc1)N/N=C/c1ccc2cccc(O)c2n1 | 3 | -18 | 17 | -3 | 0.6 | -8 | -26 | 7 | 9 | 4
Cc1cnc(C(=O)OCC(=O)N(C(C)C)C(C)C)cn1 | 4 | -16 | 34 | 10 | 0.2 | 1 | 12 | 1 | 30 | -3
CCn1c(CC(=O)Nc2ccc(C)c(Cl)c2)nnc1SCc1ccc(Cl)c(Cl)c1 | 4 | -2 | -1 | 2 | x | -7 | -4 | 4 | 11 | -1
Cc1ccc(N(Cc2cc3cccc(C)c3[nH]c2=O)S(=O)(=O)c2ccccc2)c(C)c1 | 2 | 1 | 2 | 1 | x | 6 | 20 | 5 | 13 | x
CN1/C(=C\C=[N+](C)c2ccccc2)C(C)(C)c2ccccc21 | -2 | -21 | -5 | -2 | x | 5 | 16 | -5 | 17 | -2
Cc1cc(C)nc(SCc2nnc(SCC(=O)Nc3ccccc3C)n2Cc2ccco2)n1 | 4 | -13 | 14 | 0 | -0.9 | -1 | 11 | 2 | 17 | -2
Nc1oc2ccccc2c(=O)c1-c1ccc2c(c1)OCO2 | 2 | -67 | 20 | 3 | 1.5 | -1 | -75 | 13 | 6 | -1
CC(C)(C)NC(=O)COC(=O)CCC(=O)c1cccs1 | -2 | -12 | -10 | 1 | -0.1 | -2 | -7 | -3 | 38 | -2
CN(C1CCCCC1)S(=O)(=O)c1ccc(C(=O)Nc2sc3c(c2C(N)=O)CC(C)(C)NC3(C)C)cc1 | -4 | -30 | -6 | 0 | -0.8 | 2 | -21 | -4 | 11 | 6
COc1cccc(NC(=O)CNS(=O)(=O)c2ccc(Cl)cc2)c1 | 1 | 7 | -11 | 5 | 1.6 | 4 | 9 | -5 | 10 | -2
CCOc1ccc(NC(=S)NC(=O)c2c(Cl)c(C)nn2C)c([N+](=O)[O-])c1 | 2 | -20 | -7 | 1 | 1.8 | 2 | 2 | -5 | 5 | x
CCn1ncc(Br)c1C(=O)Nc1ncc(C)s1 | 4 | -45 | 5 | 2 | 0.2 | 0 | -28 | 4 | 5 | 5
COc1ccccc1N1CCN(C(=O)c2ccco2)CC1 | -2 | -3 | -11 | -3 | -4.0 | -3 | -6 | 3 | 22 | -3
C=CCN1C=CC(=C/C=C(/C#N)C(=O)OCC)C=C1 | -11 | -91 | 18 | 2 | 1.8 | -9 | -138 | 21 | -7 | 2
CCc1nnc(NS(=O)(=O)c2ccc(NC(=O)/C=C/c3ccc(F)cc3)cc2)s1 | 1 | -14 | 5 | -1 | 0.1 | -2 | 11 | -3 | 36 | x
COc1ccc(CNC(=O)N2CCN(c3cccc(C)c3C)CC2)cc1OC | x | 2 | -8 | 5 | 0.0 | -1 | -6 | -3 | x | -2
NS(=O)(=O)c1ccc(CCNCc2cc(Br)ccc2OCc2ccccc2F)cc1 | -1 | -18 | 16 | 0 | 0.0 | 7 | -6 | 5 | 10 | 1
O=C(c1cccc(S(=O)(=O)N2CCCCC2)c1)N1CCN(c2ccccc2)CC1 | -3 | -45 | 14 | -6 | -0.4 | -2 | -18 | 3 | 15 | -1
O=C(N=C1SC2CS(=O)(=O)CC2N1c1ccc(Br)cc1F)C1CC1 (stereo not drawn) | 0 | -4 | 12 | 0 | 0.2 | 0 | 15 | -5 | 1 | -1
O=C(O)CCSc1nnc(-c2cccnc2)n1-c1ccccc1 | 1 | -27 | -2 | -1 | 0.4 | -5 | -9 | -4 | 17 | 0
CN1C(=O)C(C)(C)c2cc(S(=O)(=O)NCC3CCC(C(=O)NCc4ccc(F)cc4)CC3)ccc21 (stereo not drawn) | 2 | -23 | 5 | -5 | -0.8 | -4 | -2 | -7 | 15 | 0
S=C(Nc1cccnc1)Nc1cccc2cnccc12 | -3 | -3 | 16 | 9 | -1.8 | 4 | 66* | 18 | 20 | 59*

New compounds follow.
SMILES | GSK3beta inhib | KLF5 inhibitor | HSF-1 act | HSP90 refold inh | HIF act | IEC-6 tox | aSyn 5UTR inh | HSF1 inh | AI-2 QS mod | GSK3A inh
COCCn1c(C)cc(C(=O)CSc2cc(C)c3ccccc3n2)c1C | 3 | 5 | 3 | 3 | 0.3 | 2 | -45 | 6 | 21 | -2
O=C(c1cccc([N+](=O)[O-])c1)N1CCN(c2ccc(N3CCOCC3)nn2)CC1 | -1 | x | -8 | x | -0.3 | x | -8 | -1 | 5 | -1
Cc1cc(N2CCOCC2)n2nc(C)c(-c3ccc(Cl)cc3)c2n1 | 4 | 2 | 8 | -2 | 0.8 | 3 | -11 | -9 | 12 | -5
CN(C)CCOCCOc1ccc(Cl)cc1Br | 0 | -29 | -16 | 2 | 0.0 | 4 | 16 | -2 | 16 | -13
CNC(=O)c1c(NC(=O)CCS(=O)(=O)c2ccc(C)cc2)sc(C)c1C | 2 | x | -18 | x | 0.0 | x | 4 | -3 | 9 | x
CCN(CC)C(=O)CSc1nc(N)c(-c2ccccc2)c(=O)[nH]1 | -6 | -11 | 6 | -5 | 0.0 | 3 | 10 | -6 | 7 | -4
CSc1nc(N)n2nc(-c3ccc(Cl)cc3)cc2n1 | -1 | -115 | 35 | -2 | 1.5 | -2 | -59 | 15 | 10 | -2
Cc1csc(NC(=O)CSc2sc3c(O)cc(=O)[nH]c3c2C#N)n1 | 3 | 1 | -28 | 1 | 1.4 | -15 | 22 | -27 | -6 | 5
O=[N+]([O-])c1ccc(/C=N/Nc2nc(NCc3ccccc3)nc(N3CCOCC3)n2)cc1 | -1 | -24 | -6 | 0 | -1.6 | 10 | 22 | 0 | 11 | -1
COCCNC(=O)Nc1ccc2c(c1)N(C)C(=O)CS2 | -5 | -36 | 10 | -1 | 0.0 | -1 | 10 | 7 | 13 | 0
